SMN2 splice up: enhancers of SMN2 splice variant expression. HEK293 SMN2-luciferase splicing reporter, luminescence, 30-36 h. Potency, µM (series often up to 46.1 µM), without a hit: top-dose activity change, positive = activation, hits mostly activators. 210,000 tested, 2.8% active. AID 1458; also: % of control where 0% means no effect; nearly all actives have a fitted effect of over 55% in size
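qHTS luciferase splicing reporter: luminescence rises when SMN2 exon 7 is included in transfected HEK293 cells. Compound exposure lasted 30-36 h at 37C, with 4.5 mM final sodium butyrate as control, followed by a ONE-Glo read.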
Epigenetic reg: derepresses silenced GFP reporter in murine cells. 280,000 tested, 0.2% active. murine LDR cells, GFP reporter derepression, 30 h. Potency, µM (titrated, usually from 53.9 µM), for the others: top-dose GFP activation, hits mostly activators; also: % of control where 0% means no effect; nearly all actives have a fitted effect of over 60% in size
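Reporter derepression read as number of fluorescent GFP-positive objects, 20-120 um in size, counted by laser-scanning cytometer. Mouse LDR line with an epigenetically silenced CMV-GFP locus; compound incubation 30 h, 37 C.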
IMPase Li inh: IMPase inhibition in cells with lithium potentiation | CHO-M1 cells, IP1 TR-FRET (IP-One), carbachol + lithium | 210,000 tested, 0.35% active | Potency, µM (top dose mostly 59.4 µM), for the others: at the top dose activity, negative = IMPase inhibition, usual class: inhibitors;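 also: IP1 builds up when IMPase is blocked and the TR-FRET signal falls; plate controls were basal vehicle for no effect and high inhibitor control for full effect; nearly all actives have a fitted effect of over 50% in size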
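IP1 accumulation measured by competitive TR-FRET in lysed CHO-M1 cells after 30 min compound exposure at 37C, with a small lithium addition to potentiate weak responses. Hill-equation AC50 from ratio and donor-channel data.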
NPSR antag: antagonists of human neuropeptide S receptor cAMP signaling. CHO-NPSR cells, cAMP TR-FRET, antagonist mode. Q6W5P4. 220,000 tested, 1% active. Potency, µM (top dose mostly 38.3 µM), for inactives: at the highest dose activity change, negative = inhibition, most hits filed as inhibitors. AID 1461; also: % is scaled to controls: 0 for no effect and ±100 for the full control effect; nearly all actives have a fitted effect of over 50% in size; many of its hits are not listed in these tables
Target sequence (Q6W5P4 whole entry, looked up): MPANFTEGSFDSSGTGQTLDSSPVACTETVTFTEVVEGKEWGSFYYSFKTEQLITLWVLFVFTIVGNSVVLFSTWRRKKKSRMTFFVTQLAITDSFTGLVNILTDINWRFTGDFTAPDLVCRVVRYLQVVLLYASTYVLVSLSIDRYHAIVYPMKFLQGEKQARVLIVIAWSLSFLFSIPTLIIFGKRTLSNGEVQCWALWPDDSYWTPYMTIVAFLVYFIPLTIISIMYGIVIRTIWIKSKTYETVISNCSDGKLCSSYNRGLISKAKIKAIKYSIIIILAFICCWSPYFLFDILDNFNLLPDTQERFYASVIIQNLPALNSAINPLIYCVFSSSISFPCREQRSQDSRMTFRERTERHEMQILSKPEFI
RGS12 GoLoco inh: blocks human Gai1 binding to RGS12 GoLoco peptide, red readout; P63096; Gai1:RGS12 GoLoco peptide FP, rhodamine, 10 min; Potency, µM (top dose mostly 61.6 µM), inactives show at the highest dose activity, negative = inhibition, usual class: inhibitors; 230,000 tested, 0.44% active; active = well fitted inhibition curve with a large enough effect, not every such curve was filed as active; inactive = no such curve, though single readings can be large or run the other way; also: % is scaled to controls: 0 for no effect and ±100 for the full control effect; nearly all actives have a fitted effect of over 30% in size; many of its hits are not listed in these tables
RECQ1 inh: blocks DNA unwinding by human RECQ1. 240,000 tested, 0.54% active. RECQ1 DNA unwinding, red fluorescence kinetic read. AID 2549. Potency, µM (titrated, usually from 57.3 µM), inactives show top-dose activity, negative = inhibition, most hits filed as inhibitors;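 also: plate controls were vehicle for no effect and no enzyme for full effect; nearly all actives have a fitted effect of over 30% in size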
Target sequence (P46063 whole entry, looked up): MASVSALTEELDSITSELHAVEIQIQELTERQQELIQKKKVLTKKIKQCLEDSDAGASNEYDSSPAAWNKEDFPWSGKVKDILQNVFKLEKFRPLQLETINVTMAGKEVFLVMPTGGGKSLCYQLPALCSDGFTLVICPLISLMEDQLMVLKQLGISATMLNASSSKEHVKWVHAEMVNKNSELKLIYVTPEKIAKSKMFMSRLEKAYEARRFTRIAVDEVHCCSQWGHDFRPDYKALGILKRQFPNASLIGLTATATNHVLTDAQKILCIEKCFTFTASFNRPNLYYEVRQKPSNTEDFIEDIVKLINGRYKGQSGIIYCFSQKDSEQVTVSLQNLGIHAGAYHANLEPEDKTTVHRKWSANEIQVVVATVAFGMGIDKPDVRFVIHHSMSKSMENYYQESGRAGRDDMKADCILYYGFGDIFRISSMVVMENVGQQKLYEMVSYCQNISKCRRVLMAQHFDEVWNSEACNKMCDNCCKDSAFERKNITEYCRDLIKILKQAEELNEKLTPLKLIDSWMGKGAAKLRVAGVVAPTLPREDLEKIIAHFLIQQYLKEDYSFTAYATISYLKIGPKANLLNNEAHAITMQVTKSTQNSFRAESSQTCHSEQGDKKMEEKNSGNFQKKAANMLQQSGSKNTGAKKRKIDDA
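RECQ1T1 50 nM; forked duplex (20 bp + 30-nt ss tails) 200 nM, ATP 2 mM final; pH 8.0, 2 mM MgCl2, 2.5 ug/ml poly(dI-dC); 15 min compound preincubation; discontinuous kinetic read over 2 h at RT.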
KDM4E inh: JMJD2E (human) inhibition; B2RXH2; JMJD2E catalytic domain, FDH-coupled NADH fluorescence (FDH is formaldehyde dehydrogenase); Potency, µM (highest dose often 57.1 µM), inactives show top-dose activity change, negative = inhibition, usual class: inhibitors; 230,000 tested, 1.6% active; active = well fitted inhibition curve with a large enough effect, not every such curve was filed as active; inconclusive = small, poorly fitted or top-dose-only effect, or another doubt; inactive = no such curve, though single readings can be large or run the other way;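 also: 0% = wells with enzyme and -100% = buffer wells without enzyme; nearly all actives have a fitted effect of over 50% in size; many of its hits are not listed in these tables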
KinaseGlo FLuc: Kinase-Glo luciferase inhibition (counter-screen) | Kinase-Glo luciferase, ATP luminescence, 8 min | 200,000 tested, 0.28% active | Potency, µM (highest dose often 38.3 µM), without a hit: at the top dose activity change, negative = inhibition, hits mostly inhibitors; also: % is scaled to controls: 0 for no effect and ±100 for the full control effect; nearly all actives have a fitted effect of over 60% in size
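Inhibition of Kinase-Glo luciferase light generation was assessed at 10 uM ATP in pH 7.2 imidazole buffer, with luminescence measured after eight minutes at ambient temperature.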
* marks the source's active call; other numbers are inactive results; i = inactive; ? = inconclusive; / = not tested or not shown; & = joins results of further samples; [ ] = remark or other dose. Unless noted, calls follow the shape of the dose curve; as a rule, active = well fitted curve in the direction sought with a large enough effect; inconclusive = small, poorly fitted or top-dose-only effect, or another doubt; inactive = no such curve, though single readings can be large; an effect the other way counts as inactive or inconclusive. Potency is read from the fitted curve at half-maximal effect. This is a subset; count on the stated rates, not on these rows.

cpd | molecule | SMN2 splice up | Epigenetic reg | IMPase Li inh | NPSR antag | RGS12 GoLoco inh | RECQ1 inh | KDM4E inh | KinaseGlo FLuc
1 | CC(C)C(=O)N(Nc1nc2ccccc2s1)C(=O)C(C)C | 6% | 1.1% | 3% | 5% | 10% | -9% | 4% | 0%
2 | Cc1c(Nc2ncnc3c2cnn3-c2ccccc2)c(=O)n(-c2ccccc2)n1C | 12% | -1.0% | 4%[38.3 µM] | -10%[46.1 µM] | -3% | -12% | -6% | 5%
3 | CCOc1nc(-c2ccc(OC)cc2)ccc1-c1noc(C)n1 | -82%[inhibitor] | 0.0% | ? | -9%[46.1 µM] | 24% | 7% | 1% | -2%
4 | Cc1cc(C)c(S(=O)(=O)N2CCOC2CNC(=O)C(=O)NCCCn2ccnc2)c(C)c1 (stereo unspecified) | / | -3.1% | / | 13% | 4% | -6% | 3% | /
5 | CCC(C)C1/C=C\CCCC(=O)N1Cc1ccc(C)cc1 (stereo unspecified) | / | 0.7% | 8% | / | -1%[88.7 µM] | -7%[81.1 µM] | / | 6%[39.9 µM]
6 | O=C(CN1CCN(c2ccccc2)CC1)Nc1c(C(=O)C2CC2)oc2ccccc12 | -24% | -0.1% | 14% | -41% | -6% | -2% | 11% | 4%
7 | CCCn1c2ccccc2c2nnc(SC(CC)C(=O)Nc3cc(C)on3)nc21 (stereo unspecified) | -12% | -1.2% | 6% | -19%[46.1 µM] | 6% | -4% | 10% | -2%
8 | Cc1ccc(C)c(S(=O)(=O)N2CC(=O)Nc3ccccc32)c1 | -3% | -1.1% | 22%[38.3 µM] | -8%[46.1 µM] | 6% | 6% | -3% | 0%
9 | Cc1nn(Cc2ccc(Cl)cc2)c(C)c1NC(=O)CCCn1nc(C)c([N+](=O)[O-])c1C | -28% | -1.1% | -9% | -6% | 9% | 7% | 5% | 0%
10 | c1ccc(Nc2ccc(-n3ccnc3)nn2)cc1 | 7% | 9.0% | 3% | -6% | 58%[activator] | i | 0% | -7%
11 | CCCn1nnnc1SCC(=O)c1ccc(NC(C)=O)cc1 | -6% | -1.6% | -10%[38.3 µM] | -2%[46.1 µM] | 0% | 8% | -1% | 1%
12 | O=C1NC(NS(=O)(=O)c2ccc(Cl)cc2)(C(F)(F)F)C(=O)N1CCc1ccccc1 (stereo unspecified) | / | 0.0% | / | -6% | -4% | -1% | 0% | /
13 | CN(C)CCCNCCCCNC(=O)/C=N/O | -10% | -0.8% | -12%[38.3 µM] | -2%[46.1 µM] | -1% | i | 12% | -4%
14 | CCOC(=O)Cc1csc(NC(=O)Nc2ccc(OC(F)(F)F)cc2)n1 | / | 2.8% | / | 9% | 1% | -10% | 18% | /
15 | COc1ccc(N2C(=O)C3CCCN3C2c2ccc(C)o2)cc1Cl (stereo unspecified) | / | -1.9% | / | -15%[46.1 µM] | / | -11% | 4% | /
16 | CN(C)c1ccc(C(=O)N/N=C/c2cc(Br)cc(Br)c2O)cc1 | / | 0.0% | / | -21% | -1% | 15% | -6% | /
17 | COCc1cc(Sc2ccc(Cl)cc2)nc(-c2ccccc2)n1 | -15% | 0.0% | 15%[38.3 µM] | -10%[46.1 µM] | -3% | -15% | 1% | 0%
18 | CN1/C(=C\P(=O)(N(C)C)N(C)C)C(C)(C)c2ccccc21 | -25% | -1.1% | 20%[38.3 µM] | -4%[46.1 µM] | 226%[activator] | ? | 4% | 8%
19 | CCC(=O)Nc1nc2c(s1)COc1ccccc1-2 | -12% | -0.8% | 39%[38.3 µM] | -5%[46.1 µM] | -1% | -7% | ? | 1%
20 | O=C(O)c1ccccc1SCc1ccc2c(c1)OCO2 | 18% | 0.0% | -13%[38.3 µM] | -11%[46.1 µM] | 4% | i | -3% | 1%
21 | O=C(NCc1ccccc1)c1cnc(-c2ccccn2)nc1C(F)(F)F | 3% | -3.9% | 28%[38.3 µM] | -8%[46.1 µM] | 17% | -7% | 8% | -5%
22 | Cc1cc(C)c(C)c(S(=O)(=O)N2CCN(C(=O)c3cc(=O)[nH]c4ccccc34)CC2)c1C | -19% | -1.0% | 1%[38.3 µM] | -15%[46.1 µM] | -2% | -14% | ? | 0%
23 | COc1ccc(OCCc2nnc(N)s2)cc1 | 2% | 0.0% | 12%[38.3 µM] | -6%[46.1 µM] | 4% | i | 2% | 0%
24 | CN(C)c1ccc(NS(=O)(=O)c2ccc(-c3csnn3)cc2)cc1 | / | -0.2% | / | 31% | -19% | 0% | -10% | /
25 | CN(CC(=O)NCc1ccccn1)S(=O)(=O)c1ccc(F)cc1 | / | 1.5% | 6% | -3% | 7% | -6% | 0% | -4%

Record cards (already shown):
O=C(O)c1ccccc1SCc1ccc2c(c1)OCO2 as listed: SMN2 splice up = 18%; Epigenetic reg = 0.0%; IMPase Li inh = -13%[38.3 µM]; NPSR antag = -11%[46.1 µM]; RGS12 GoLoco inh = 4%; RECQ1 inh = i; KDM4E inh = -3%; KinaseGlo FLuc = 1%
CCC(=O)Nc1nc2c(s1)COc1ccccc1-2 as listed: SMN2 splice up = -12%; Epigenetic reg = -0.8%; IMPase Li inh = 39%[38.3 µM]; NPSR antag = -5%[46.1 µM]; RGS12 GoLoco inh = -1%; RECQ1 inh = -7%; KDM4E inh = ?; KinaseGlo FLuc = 1%

Taken from above.
In SMN2 splice up, #18 shows -25%
In NPSR antag, #11 shows -2%[46.1 µM]
In NPSR antag, #25 shows -3%

Later entries.
cpd | molecule | SMN2 splice up | Epigenetic reg | IMPase Li inh | NPSR antag | RGS12 GoLoco inh | RECQ1 inh | KDM4E inh | KinaseGlo FLuc
26 | COP1(=O)C[C@@H](O)[C@@H](O)[C@@H](COCc2ccccc2)O1 (stereo partly specified) | / | 0.0% | / | 21% | 0% | -5% | 4% | /
27 | O=C(N[C@@H](c1ccccc1)[C@@H]1C[C@H]1C(=O)O)OCc1ccccc1 | -1%&-4% | 7.5%&1.0% | 8%&-10% | 5% | 11%&0% | -4% | 1%&-1% | 12%&-3%
28 | CC1(C)CC(=O)C2=C(C1)NC1=C(C(=O)c3ccccc31)C2c1ccccc1 (stereo unspecified) | -3%[1.84 µM] | 3.8% | 27% | -53% | 15% | -11% | 4% | -5%
29 | CCOc1ccc(OCc2cccc(C(=O)O)c2)cc1 | 0.032µM* | 2.1% | -14%[38.3 µM] | -6%[46.1 µM] | -5% | -8% | 3% | 11µM*
30 | O/N=C1\CCCC\C1=C/c1ccccc1 | -23% | 1.3% | 15% | 32% | 3% | 2% | -1% | -1%
31 | O=C(NCCN1CCCCC1)c1ccc(Oc2cc(Cl)cc(Cl)c2)o1 | / | 0.0% | / | 0%[7.67 µM] | 17% | 0% | -1% | /
32 | CN(C)Cc1c(O)ccc2occ(C(O)c3ccccc3)c12 (stereo unspecified) | 16% | 0.7% | 10%[38.3 µM] | 17%[46.1 µM] | -6% | i | 5% | -2%
33 | O=c1c(-c2ccccc2)c(O)c2cccc3c2n1CCC3 | 1% | -1.0% | -6%[38.3 µM] | -4%[46.1 µM] | 8% | -10% | ? | -2%
34 | O=C(OCc1nnc(-c2ccccc2)o1)C12CC3CC(CC(Br)(C3)C1)C2 | 14% | 6.0% | 14% | -26% | 18% | -9% | -18% | -3%
35 | Cc1cc(C)n(CC(O)Cn2c3ccc(Cl)cc3c3cc(Cl)ccc32)c(=O)n1 (stereo unspecified) | -22% | -1.0% | 25%[38.3 µM] | -20%[46.1 µM] | 16% | -17% | -8% | -5%
36 | CC(C)C(=O)O/N=C(\N)c1ccccn1 | 6% | -1.9% | -19% | 19% | 5% | -2% | 20% | -2%
37 | CCn1ncc(Cl)c1C(=O)Nc1cc([N+](=O)[O-])ccc1OC | -2% | 3.8% | -3% | 3% | 1% | i | 9% | 3%
38 | O=S(=O)(c1ccccc1)N1CCC(=NO)CC1 | -2% | 1.5% | -4% | 19% | 2% | -10% | 2% | 2%
39 | COc1ccc(CNS(=O)(=O)c2ccc(F)c(C(=O)Nc3ccccc3OC)c2)cc1 | -29% | 6.7% | -5% | -8% | 0% | -2% | ? | 0%
40 | C=CCC(NCCCO)c1cccc(OC)c1OC (stereo unspecified) | 13% | -1.0% | 14%[38.3 µM] | -3%[46.1 µM] | 5% | -2% | 4% | -1%
41 | Cc1nc2ncnn2c(C)c1CCC(=O)N1CCOCC1 | -13% | -1.2% | 2%[38.3 µM] | 12%[46.1 µM] | -12% | -7% | -2% | 1%
42 | O=C(O)CCC(=O)c1ccc2c(c1)CCCC2 | 0% | 1.2% | -6% | -3% | 0% | -26% | 1% | -3%
43 | CCCCCCCCCCCC(=O)O[C@H](CC(=O)O)C[N+](C)(C)C | / | 4.6% | 11% | / | -2% | -4% | 2% | 1%
44 | C=CCc1ccccc1OCC(=O)N/N=C/c1ccc(OC(C)=O)cc1OC(C)=O | -73%[inhibitor] | 7.4% | 3% | -15% | -5% | -5% | -12% | 1%
45 | NC(=S)N/N=C1/CCSc2ccc3ccccc3c21 | -17% | -1.3% | -2% | -41% | 16% | i | -6% | 0%
46 | O=C(Nc1ccc2nn(-c3ccccc3)nc2c1)c1ccco1 | 4µM* | 0.0% | -15% | -13%[46.1 µM] | 96%[activator] | 7% | 1% | 0%
47 | O=C(C1CCCO1)N1CCN(C(=S)Nc2ccccc2Cl)CC1 (stereo unspecified) | -32%[inhibitor] | 0.0% | 6% | 16% | -1% | -6% | -4% | 5%

Entries by screen from the list:
RECQ1 inh, entries 6–16, in order: -2%, -4%, 6%, 7%, i, 8%, -1%, i, -10%, -11%, 15%

Four of the entries above in order of the SMN2 splice up value, lowest first:
nr | Molecule | SMN2 splice up
39 | COc1ccc(CNS(=O)(=O)c2ccc(F)c(C(=O)Nc3ccccc3OC)c2)cc1 | -29%
37 | CCn1ncc(Cl)c1C(=O)Nc1cc([N+](=O)[O-])ccc1OC | -2%
42 | O=C(O)CCC(=O)c1ccc2c(c1)CCCC2 | 0%
40 | C=CCC(NCCCO)c1cccc(OC)c1OC (stereo unspecified) | 13%

Screens deposited in PubChem BioAssay by National Center for Advancing Translational Sciences (NCATS).
